# Rac1 GTP hydrolysis – MgcRacGAP GTPase-activating activity inhibitors, confirmation, biochemical, ADP Hunter fluorescence | one-dose inhibition, % at 30 µM; IC50 in µM for titrated hits | MgcRacGAP-stimulated Rac1 GTP hydrolysis, ADP Hunter fluorescence; higher % means a stronger effect; GST-tagged Rac1 F28L mutant substrate | 340,000 compounds, 0.6% hits | AID 624330, 2012;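 active = first-screen hits whose inhibition reached a set limit at any dose in the follow-up dose series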;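 also: fluorescence reports GDP produced by GAP-driven GTP hydrolysis; strong numbers were not always called active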
# The depositor's hits bear a star.
molecule | Rac1 GTP hydrolysis
O=C(CNc1ccc(C(F)(F)F)cc1)Nc1cccc(S(=O)(=O)N2CCCCC2)c1 | 23%
CC(C)[C@H](NS(=O)(=O)c1ccccc1)C(=O)OCC(=O)NC1CCCCC1 | 0%
COC(=O)c1ccc(COC(=O)CCNS(=O)(=O)c2ccc(C)c(C)c2)cc1 | 5%
O=C(COC(=O)/C=C/c1cccc(F)c1)NC1CCCCCC1 | -4%
COCCCn1c(SCC(=O)N2CCCC2=O)nc2ccccc2c1=O | 3%
COc1cc(C(=O)NCCC2=CCCCC2)ccc1OCc1c(C)noc1C | 6%
O=C(CCNC(=O)c1ccc([N+](=O)[O-])cc1)NC1CCCCC1 | 11%
CNC[C@H]1Oc2ccc(NC(=O)Cc3cn(C)c4ccccc34)cc2CC(=O)N([C@@H](C)CO)C[C@H]1C | 9%
CCC(=O)Nc1c(C#N)c2nc3ccccc3nc2n1-c1ccc(C)cc1 | 8%
CN(CCOc1ccc(Cl)cc1)C(=O)c1ccccc1SCC(=O)N1CCCC1 | 2%
N#CC1C(=O)Nc2cccnc21 (centres undefined) | 12%
CCCc1cc(C(=O)OCC(=O)NCCc2ccccc2)sc1C | 13%

# Shown with values ahead of the structure: part of the list above
Rac1 GTP hydrolysis | molecule
-4% | O=C(COC(=O)/C=C/c1cccc(F)c1)NC1CCCCCC1
3% | COCCCn1c(SCC(=O)N2CCCC2=O)nc2ccccc2c1=O
6% | COc1cc(C(=O)NCCC2=CCCCC2)ccc1OCc1c(C)noc1C
11% | O=C(CCNC(=O)c1ccc([N+](=O)[O-])cc1)NC1CCCCC1

# Going on with the list.
molecule | Rac1 GTP hydrolysis
Cc1ccc(CCN2CC(C(=O)NC3CCC(C)CC3)CC2=O)cc1 (centres undefined) | 19%
O=C(NNC(=O)C12CC3CC(CC(C3)C1)C2)c1ccccc1O | 4%
C#CCOCCOCCOCCNc1nc(N2CCN(C(=O)Cn3cc(CCO)nn3)CC2)nc(N2CCN(C(=O)[C@H](CCCCN)n3cc(CC(C)O)nn3)CC2)n1 (some centres undefined) | 7%
CCC(C)Nc1ccc(NC(C)CC)cc1 (centres undefined) | 23%
COc1ccc(C2CC(=O)Oc3cc(C)c(Cl)c(C)c32)cc1 (centres undefined) | 0%
CN(Cc1nc2ccccc2c(=O)[nH]1)C(=O)COc1ccccc1Cc1ccccc1 | 4%
N#Cc1ccc(C(=O)N2CCN(C(=O)C3CCCO3)CC2)cc1 (centres undefined) | 4%
CN(Cc1ccccc1)Cc1nc2c(c(=O)n(C)c(=O)n2C)n1CCc1ccccc1 | 6%
O=C(CCNS(=O)(=O)c1ccc(Br)cc1)NNC(=O)C1COc2ccccc2O1 (centres undefined) | 1%
N#Cc1nc2ccccc2n1OCc1ccccc1 | 0%
O=C(Nc1ccon1)c1nc[nH]c1C(=O)NCc1ccccc1 | 0%
COc1ccc2[nH]c3c(c2c1)CCN1C(=O)C(CC(=O)NCCC2=CCCCC2)C[C@H](C(=O)N(C(C)C)C(C)C)[C@@]31C (some centres undefined) | 8%
CCN(CC(=O)NCc1cccs1)CC(=O)Nc1cccc(S(N)(=O)=O)c1 | 2%
CC(C)(C)S(=O)N1Cc2cc(=O)n(Cc3ccccc3)cc2[C@H]1CCO (some centres undefined) | 1%
CN(C(=O)COC(=O)c1ccc2ccccc2n1)c1ccccc1 | -9%
CC(C)[C@H](NC(=O)c1ccccc1Cl)C(=O)OCC(=O)NC(=O)NCc1ccco1 | 6%
CSc1ncccc1C(=O)OC(C)C(=O)Nc1ccc2c(c1)OCCO2 (centres undefined) | 16%
CN(Cc1nc2ccccc2c(=O)[nH]1)C(=O)c1cccc(NC(=O)c2cccs2)c1 | 5%
CCN(C(=O)CSc1nnnn1-c1ccc(OC)cc1)C1CCS(=O)(=O)C1 (centres undefined) | 5%
N#Cc1cc([N+](=O)[O-])ccc1NC(=O)CSc1n[nH]c(=O)[nH]c1=O | 0%
CC(=O)Nc1ccc(S(=O)(=O)NCCC(=O)N2CCN(c3ccccc3Cl)CC2)cc1 | 1%
CCCn1c(N)c(C(=O)CSc2nnc3ccccn23)c(=O)n(C)c1=O | 11%
C[C@H]1CN([C@@H](C)CO)C(=O)Cc2cc(NC(=O)CCC(F)(F)F)ccc2O[C@H]1CN(C)S(=O)(=O)c1ccc(Cl)cc1 | 8%
O=C(CN1CCN(c2ccccc2O)CC1)Nc1ccnn1C1CCCC1 | 1%
CC(=O)N1CC2(CC(c3ccccc3C(F)(F)F)=NO2)CN1c1ccc(Cl)cc1 (centres undefined) | 6%
O=C(OCCN1C(=O)c2ccccc2C1=O)[C@@H]1CC(O)CN1S(=O)(=O)c1ccccc1[N+](=O)[O-] (some centres undefined) | 2%
CC1(c2ccc(Cl)cc2Cl)NC(=O)N(CC(=O)NC2CCCCC2)C1=O (centres undefined) | 7%
CC1(C)CC2(OC2c2ccccc2)C(=O)c2ccccc21 (centres undefined) | 8%
O=C(CSc1nc2ccccc2c(=O)n1Cc1ccco1)NCc1ccccc1 | 5%
O=C(NCC1CCCO1)c1cn(Cc2ccccc2)nc1-c1ccc(Cl)cc1 (centres undefined) | -6%
COc1ccc(C2(c3ccc(OC)cc3)NC(=O)N(CC(=O)NC3(C#N)CCCC3)C2=O)cc1 | 1%
Cc1csc(=O)n1CC(=O)OCC(=O)Nc1ccccc1C(C)C | 9%
CCc1cc(C(=O)N(CC)CC(=O)Nc2ccc(OC)cc2)sc1C | 4%
CC[C@]12C(=O)N(C)C[C@H]([C@@H]3C(=O)N(C)C(=O)[C@@H]31)N2C(=O)c1ccc(C(F)(F)F)cc1 | 10%
CSCCC(NC(=O)c1ccccc1Cl)C(=O)NCCc1ccccn1 (centres undefined) | 4%
CC1CC(=O)Nc2ccccc2N1C(=O)CSc1nnnn1C(C)C (centres undefined) | -1%
COCc1c(C(=O)OCC(=O)NCc2ccco2)oc2ccccc12 | 1%
CC(C)(C)c1cc(C2COC(=O)COCCOCC(=O)OCCOCCO2)cc(C(C)(C)C)c1O (centres undefined) | 1%
COc1cccc(-c2ccc3ncnc(NCc4cccc(C)c4)c3c2)c1 | 4%
O=[N+]([O-])c1ccc(NN=Cc2cc(Br)ccc2O)nc1 | 2%
Cc1cccc(NC(=O)CNC(=O)Cn2cc(C(F)(F)F)cc(Cl)c2=O)c1C | 8%
CC1(c2ccccc2)CCC(=O)NC1 (centres undefined) | -3%
CC(=O)Nc1ccc(S(=O)(=O)NCC2(N3CCOCC3)CCCCC2)cc1 | -8%
CCOc1ccc(S(=O)(=O)N2CCN(C(=O)c3ccc(Cl)c(S(=O)(=O)N4CCOCC4)c3)CC2)cc1 | 6%
CC(OC(=O)C(C)Oc1ccccc1)C(=O)Nc1ccc(S(=O)(=O)N2CCCCC2)cc1 (centres undefined) | 6%
CC(N=C1NS(=O)(=O)c2ccccc21)C(=O)NCc1ccc(F)cc1 (centres undefined) | -1%
Oc1cc(O)c(CN2CCOCC2)cc1CN1CCOCC1 | 9%
Cc1ccc(-c2nc3ncccc3o2)cc1NC(=O)c1ccc2c(c1)OCO2 | 13%
CC1=C(C(=O)N(C)C)CC(CC(=O)NCc2ccco2)C(=O)N1CCC1=CCCCC1 (centres undefined) | 5%
C[C@H](CO)N1C[C@H](C)[C@@H](CN(C)Cc2ccc(Oc3ccccc3)cc2)Oc2cc(Br)ccc2S1(=O)=O | 6%
CC(=O)Nc1sc(C)c(C)c1C(=O)OCC(=O)N(CCC#N)c1cc(C)cc(C)c1 | -2%
COc1ccc(CCN2CC(C(=O)Nc3nnc(Cc4ccccc4)s3)CC2=O)cc1OC (centres undefined) | 3%
O=C(OCn1nnc2ccccc2c1=O)c1cccc(S(=O)(=O)N2CCOCC2)c1 | 4%
CSCCC(NC(=O)c1ccco1)C(=O)NCC1CCCCC1 (centres undefined) | 4%
CCC(C)c1ccccc1NC(=O)C(C)Sc1n[nH]c(N)n1 (centres undefined) | -3%
Cc1ccc(C([O-])=C(C(=S)NCc2ccccc2)[n+]2cccc(CO)c2)cc1[N+](=O)[O-] | 9%
Cc1noc(C)c1NC(=O)N(C)C[C@@H]1Oc2cc(Br)ccc2S(=O)(=O)N([C@H](C)CO)C[C@@H]1C | 3%
C[C@@H]1CN([C@H](C)CO)C(=O)CCCn2cc(nn2)CO[C@H]1CN(C)S(C)(=O)=O | 5%
CCN(C(=O)COC(=O)c1ccccc1Nc1ccccc1)c1c(N)n(Cc2ccccc2)c(=O)[nH]c1=O | 4%
CC1CC(C)CN(C(=O)C(C)N2CCN(S(=O)(=O)c3cccs3)CC2)C1 (centres undefined) | -1%

# The results go on.
molecule | Rac1 GTP hydrolysis
CCOC(=O)c1cc2nc(OCC)nc(OCC)c2[nH]1 | 5%
Clc1ccc2c(c1)C1CC2CCN1Cc1ccccc1 (centres undefined) | 1%
Cc1ccc(NS(=O)(=O)c2ccc3c(c2)OCCCO3)cc1S(=O)(=O)N1CCOCC1 | 6%
OC(CCCC(O)c1ccccc1)c1ccccc1 (centres undefined) | 0%
Cc1ccc(NC(=O)c2nc[nH]c2C(=O)NCc2ccccc2)cc1 | 11%
Cc1ccc(-c2noc(Cn3cc(S(=O)(=O)N4CCCC4)ccc3=O)n2)cc1 | 7%
NC(=O)C1CCCN(C(=O)c2ccc(-c3cccc(Cl)c3Cl)o2)C1 (centres undefined) | 8%
COc1ccc(S(=O)(=O)N2CCC(C(=O)N[C@@H](C)C(=O)N3CCCC3)CC2)cc1 | 3%
CC(C)(C)OC(=O)N1CCN(C(=O)c2[nH]cnc2C(=O)NCc2ccccc2)CC1 | 7%
CCN1C[C@@H]2[C@@H]3C(=O)N(C)C(=O)[C@@H]3[C@](C)(C1=O)N2C(=O)c1ccc(C)cc1 | 7%
Cn1c(=O)c2[nH]c(NN=Cc3ccc(F)cc3)nc2n(C)c1=O | 1%
O=S(=O)(c1ccccc1)N(c1ccccc1)S(=O)(=O)c1ccccc1 | 3%
Cc1cccc(C)c1NC(=O)C(c1ccccc1)N1CCC2(CC1)OCCO2 (centres undefined) | -1%
CN(CC(=O)Nc1ccc(Cl)c(C(F)(F)F)c1)C(=O)C1CC(=O)N(C2CCCC2)C1 (centres undefined) | 5%
CNC[C@@H]1Oc2cc(Br)ccc2S(=O)(=O)N([C@@H](C)CO)C[C@@H]1C | 14%
O=c1c2c3nc4ccccc4nc3n(CCN3CCOCC3)c2ncn1CCN1CCOCC1 | 2%
COCCC(C(=O)Oc1c(C(C)(C)C)cc(C)cc1C(C)(C)C)c1ccccc1 (centres undefined) | 4%
N#Cc1cc(C#N)c(SCC(=O)N2CC(=O)Nc3ccccc32)nc1N | 7%
CC(C)Cn1c(SCC(=O)O)nnc1-c1cccc(S(=O)(=O)N2CCOCC2)c1 | 1%
COc1ccc(S(=O)(=O)N2CCOCC2)cc1NC(=O)COC(=O)CCS(=O)(=O)c1ccc(C)cc1 | 7%
COC(=O)[C@H](CC(C)C)NS(=O)(=O)N(Cc1ccccc1)[C@@H](CC(C)C)C(=O)OC | 5%
CCOC(=O)C1=CN(Cc2cccc(Br)c2)S(=O)(=O)N(CC)C1C (centres undefined) | -2%
CC(CC(=O)OCC(=O)NC1CCS(=O)(=O)C1)c1ccccc1 (centres undefined) | -2%
COc1ccc(C(C#N)=C2C=C(Cl)C(=NO)C=C2Cl)cc1 | -2%
C[C@H]1CN([C@@H](C)CO)C(=O)CCCn2cc(nn2)CO[C@@H]1CN(C)C(=O)Nc1cccc(F)c1 | 6%
Cc1ccc2c(C)nc(Nc3nc(CSc4nc5ccccc5s4)cc(=O)[nH]3)nc2c1 | -4%
COc1ccccc1CNCc1ccc2c(c1)OCO2 | 25%
COCCn1c(SCC(=O)NC2CC2)nnc1-c1ccc(Cl)cc1 | 1%
CC1(c2ccc(OC(F)F)cc2)NC(=O)N(CC(=O)NC2CCCC2)C1=O (centres undefined) | 1%
Cc1cc(C)c(C)c(S(=O)(=O)N2CCN(C(=O)c3ccccn3)CC2)c1C | 4%
COc1ccc(Cl)cc1NCC(=O)Nc1ccc(OC)c(S(=O)(=O)N2CCCCC2)c1 | 6%
COc1ccc(NC(=O)N(C)C[C@H]2Oc3ccc(NC(=O)NC(C)C)cc3C(=O)N([C@H](C)CO)C[C@@H]2C)cc1 | 0%
COc1ccc(OC)c(CN2CCN(Cc3ccc(OC)c(OC)c3OC)CC2)c1 | 78µM*
COc1ccccc1NC(=O)COC(=O)Cn1c(C)csc1=O | 6%
COc1ccc(S(=O)(=O)N2CCCCC2)cc1NC(=O)CCOc1cc(C)ccc1C | -6%
CC(C)c1cccc(C(C)C)c1NC(=O)CCN1C(=O)NC2(CCCC2)C1=O | 5%

# Fetched one by one from the list above, five records:
molecule | Rac1 GTP hydrolysis
COc1ccccc1NC(=O)COC(=O)Cn1c(C)csc1=O | 6%
COc1ccc(OC)c(CN2CCN(Cc3ccc(OC)c(OC)c3OC)CC2)c1 | 78µM*
COc1ccc(Cl)cc1NCC(=O)Nc1ccc(OC)c(S(=O)(=O)N2CCCCC2)c1 | 6%
C[C@H]1CN([C@@H](C)CO)C(=O)CCCn2cc(nn2)CO[C@@H]1CN(C)C(=O)Nc1cccc(F)c1 | 6%
CC1(c2ccc(OC(F)F)cc2)NC(=O)N(CC(=O)NC2CCCC2)C1=O (centres undefined) | 1%

# More structures
molecule | Rac1 GTP hydrolysis
O=C(NC1CC1)c1sc2cc(F)ccc2c1Cl | 5%
Cc1ccc(SCC(=O)NC(=O)c2ccccc2Br)c(C)c1 | 3%
O=C(CCC(=O)N1CCOCC1)NCc1cccc(C(F)(F)F)c1 | 2%
COc1cc2c(c(NC(C)=O)c1)N(C(C)=O)CCC2 | -2%
CNC[C@@H]1Oc2ccc(NC(=O)Nc3ccccc3)cc2C(=O)N([C@@H](C)CO)C[C@H]1C | 6%
O=C(COC(=O)COc1ccc(Br)cc1)NCc1ccc2c(c1)OCO2 | -3%

# This is a subset; count on the stated rates, not on these rows.
